Insulin prom inh = TRM-6 insulin promoter activity inhibition; 130,000 compounds, 0.9% hits; inhibition, % at 2 µM; TRM-6 cells (human fetal islet line), insulin promoter-eGFP reporter, imaging; reporter expression induced with tamoxifen; AID 1273;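 active = inhibition above the mean plus 3 SD, with well images judged a real hit on visual review, cut at about 60% in these data, passing the limit was not always enough; inconclusive = inhibition over the cutoff but images rejected on review; inactive = inhibition not above the cutoff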
sdo1 growth = sdo1-depleted yeast growth rescue; z-score at 10 µM; 140,000 compounds, 0.21% hits; S. cerevisiae sdo1-depleted JHY4D growth rescue, OD600 30 h; active compounds read high; pdr5 snq2 efflux-pump mutant strain; AID 817;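 active = z-score above 3 at both the 24 hr and the 30 hr optical density reads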;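 note: z-score against mean and SD of all compound wells on the same plate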
sdo1 growth Rescue 24 h = further read-out of sdo1 growth, marked with its call; z-score; S. cerevisiae sdo1-depleted JHY4D growth rescue, OD600; measured here: growth rescue at 24 h;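 0 is the plate mean of compound wells and units are plate SD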
Starred values were filed as active, the others as inactive; i = inactive; ? = inconclusive; . = no result given. Compounds were not picked by outcome; 0.91% or so of the library scored in one or more.

Insulin prom inh,sdo1 growth,sdo1 growth Rescue 24 h,SMILES
.,0.5,-0.34,COc1ccc(CN2CCN(C(=O)c3cccs3)CC2)cc1
18.2,0.19,0.32,Cn1c(=NC(=O)CN2C(=O)C3CC=CCC3C2=O)sc2ccccc21 (stereo not given)
.,0.41,-0.11,Cc1noc(C)c1COC(=O)c1ccc2ccccc2n1
40.0,-0.01,0.13,Cc1cccc(CC(=O)Nc2c3c(nn2-c2cccc(Cl)c2)CS(=O)C3)c1 (stereo not given)
.,1.76,1.61,Cc1cc(CN2CCCCC2)oc1C(=O)O
.,1.96,2.21,Cc1cccc(OCC(=O)NNC(=O)CSc2ncc(C#N)c(N)n2)c1
21.6,0.54,0.84,C=CCN1C(=O)CS/C1=N/c1nccs1
-145.0,0.1,-0.18,Cc1cc(O)c(NC(=O)c2ccc(Br)o2)cc1C
-16.7,-0.04,-0.94,CC(C)(SC(=S)N1CCOCC1)C(=O)O
58.3,-1.11,0.63,CC(=O)c1nn(-c2cccc(Br)c2)cc1C(=O)c1ccccc1
0.0,-0.11,-0.13,COc1cccc(/C=N/NC(=O)c2cc3c(OC)c(OC)ccc3[nH]2)c1OC
36.4,2.1,1.33,COC(=O)Nc1ccc(S(=O)(=O)N(CCO)CC(F)(F)C(F)F)cc1

Other compounds:
Insulin prom inh,sdo1 growth,sdo1 growth Rescue 24 h,SMILES
46.7,0.2,-0.5,O=C(NNc1ccc([N+](=O)[O-])cc1)C1CC2CCCC(C1)C2=O (stereo not given)
-40.0,0.8,0.65,CC(=O)c1cc(-c2ccccc2)n(CC(=O)NC2CCCC2)c1C
.,-0.69,-0.34,O=C(COC(=O)CSc1cc(Cl)ccc1Cl)NCc1ccc2c(c1)OCO2
.,0.3,0.43,COc1cccc(N=C2SC(C(=O)Nc3ccc(F)cc3)CC(=O)N2C)c1 (stereo not given)
.,0.79,0.58,CC1CCN(C(=O)CN2C(=O)C(=O)c3ccccc32)CC1
-66.7,.,.,O=C(NC1CCCCC1)N1CCN(c2nc(-c3ccccc3)cs2)CC1
-36.7,-0.91,-0.99,O=c1c2ccccc2nc(SCc2ccc([N+](=O)[O-])cc2)n1-c1ccccc1
13.5,-0.44,0.09,COc1cc(NC(=O)COC(=O)c2ccc(S(=O)(=O)N3CC(C)CC(C)C3)cc2)c(C)cc1[N+](=O)[O-] (stereo not given)
-3.9,-1.47,-0.97,CCOC(=O)c1cnc(-n2nc(C)cc2C)nc1NC(C)c1ccccc1 (stereo not given)
-28.6,.,.,COc1ccc(C(=S)N2CCOCC2)cc1OC(=O)c1cccc([N+](=O)[O-])c1
-41.4,0.08,0.26,CCC(=O)NC(Nc1cccc(C)n1)(C(F)(F)F)C(F)(F)F
?,0.96,0.65,CCOC(=O)c1c(C)n(C(=O)c2ccco2)c(=O)n1C(=O)c1ccco1

Next entries
Insulin prom inh,sdo1 growth,sdo1 growth Rescue 24 h,SMILES
.,0.93,0.86,CCN1C(=O)CC(C(=O)O)SC1=Nc1ccc(OC)cc1 (stereo not given)
-11.8,.,.,CCOC(=O)/C(=N\Nc1cc(Cl)ccc1Cl)N1CCOCC1
46.1,1.17,0.73,Cc1ccc(NC(=O)/C=C\C(=O)NCC(=O)O)cc1C
38.1,.,.,Cc1ccc2nc3nc(NCC4CCCO4)c(C(=O)NC4CCCCC4)cc3c(=O)n2c1 (stereo not given)
-14.8,1.08,0.32,C=CCn1c(SCc2cc(=O)n3cc(C)ccc3n2)nnc1-c1cccc(C)c1
11.8,0.51,1.15,CCOc1ccc(-c2nnn(CC(=O)NCc3ccco3)n2)cc1
24.2,-0.25,-1.39,Cc1cc(C(=O)O)cc(S(=O)(=O)N2CCOCC2)c1C
-25.0,.,.,NNC(=O)CN(CCc1ccccc1)S(=O)(=O)c1ccc(Cl)cc1
-53.3,0.15,-0.26,CCOc1ccc(/C=C2\N=C(c3cccs3)OC2=O)cc1OC
i,0.12,-0.26,O=C(CSc1nnc(-c2ccncc2)o1)Oc1ccccc1
.,-1.44,-1.01,Cc1cc(NC(=O)Cc2csc(-c3ccccc3)n2)ccc1Br
-18.4,-1.59,-1.2,Oc1cccc(/C=N/Nc2cc(N3CCCC3)nc(N3CCCC3)n2)c1

Other results:
Insulin prom inh,sdo1 growth,sdo1 growth Rescue 24 h,SMILES
-6.5,-0.86,-0.57,CCNc1nc(NCC)n2c(SCC(=O)Nc3ccc(C(F)(F)F)cc3[N+](=O)[O-])nnc2n1
27.8,-1.24,-0.32,O=C(c1ccc(Br)s1)N1CCN(C/C=C/c2ccccc2)CC1
0.0,0.75,0.07,C=CCn1c(C)cc(C)c(C#N)c1=O
-39.5,1.01,0.93,CCCc1nc2ccccc2c(=O)n1NC(=O)c1c(O)c2cccc3c2n(c1=O)CCC3
0.0,1.1,0.32,O=C(NN(C(=O)C1CC1)c1nc2ccccc2s1)C1CC1
71.4*,0.19,-0.55,O=C(CN1C(=O)S/C(=C/c2cccnc2)C1=O)N1CCOCC1
54.3,.,.,COc1ccc(N2CCN(C(=O)C(=O)c3c(C)n(C)c4ccccc34)CC2)cc1
-45.5,.,.,N#Cc1c(-c2ccco2)ccn(Cc2ccc(F)cc2)c1=O
0.0,0.09,-0.03,O=C(CN1CCN(Cc2ccccc2Cl)C1=O)NCc1ccco1
45.0,-0.67,0.09,CC(NC(=O)c1cc(-c2cccs2)on1)c1ccccc1 (stereo not given)
41.9,0.29,-0.33,O=C(CCNc1n[nH]c(=O)[nH]c1=O)N1CCCCC1
-26.5,0.1,-0.37,CCOC(=O)C1CCN(C(=O)C23CC4CC(CC(C4)C2)C3)CC1

Look-ups from the list.
In sdo1 growth Rescue 24 h, O=C(CCNc1n[nH]c(=O)[nH]c1=O)N1CCCCC1 is listed with -0.33
In Insulin prom inh, N#Cc1c(-c2ccco2)ccn(Cc2ccc(F)cc2)c1=O is listed with -45.5
In sdo1 growth Rescue 24 h, O=C(CN1C(=O)S/C(=C/c2cccnc2)C1=O)N1CCOCC1 is listed with -0.55
In Insulin prom inh, O=C(NN(C(=O)C1CC1)c1nc2ccccc2s1)C1CC1 is listed with 0.0

Insulin prom inh, what is marked active above.
Insulin prom inh,sdo1 growth,sdo1 growth Rescue 24 h,SMILES
71.4*,0.19,-0.55,O=C(CN1C(=O)S/C(=C/c2cccnc2)C1=O)N1CCOCC1

The main list resumes, repeating the 2 entries before the break.
Insulin prom inh,sdo1 growth,sdo1 growth Rescue 24 h,SMILES
41.9,0.29,-0.33,O=C(CCNc1n[nH]c(=O)[nH]c1=O)N1CCCCC1
-26.5,0.1,-0.37,CCOC(=O)C1CCN(C(=O)C23CC4CC(CC(C4)C2)C3)CC1
.,0.02,0.33,O=C(c1cccc2ccccc12)N1CCN(c2ccc([N+](=O)[O-])c(N3CCOCC3)c2)CC1
-63.6,.,.,O=C1CC(NC(=O)C(F)(F)F)c2cc3c(cc21)OCO3 (stereo not given)
14.3,0.32,0.43,O=C(CCCOc1ccc(Cl)cc1)N1CCCCC1
.,0.32,-0.45,CC1(C)Cc2nc(N)c(=O)sc2C1
20.0,-0.41,-1.34,C/C(CC(=O)N(C(C)C)C(C)C)=N\NC(=O)COc1ccc(Br)cc1Br
16.7,0.08,-0.72,CCOc1c(Cl)cc(/C=N/O)cc1OC
40.0,0.5,1.18,Cc1nnc(SCC(=O)NCC2CCCCC2)n(N)c1=O
-25.0,.,.,Cc1ccc(N/N=C(\C#N)C(=N)N2CCCCCC2)cc1
.,0,-0.54,Cc1cc(OCc2nn[nH]n2)c2c(-c3ccccc3)cc(=O)oc2c1
-42.9,.,.,COC(=O)c1sc2nc(N3CCCCC3)c3c(c2c1N)CC(C)(C)N(C)C3
39.1,.,.,COc1cccc(CN2CCN(Cc3c(C)nn(C(C)C)c3C)CC2CCO)c1 (stereo not given)
-18.8,0.14,-1.15,O=C(CCC1CCCC1)N1CCN(C2CCCC2)CC1

Further records.
Insulin prom inh,sdo1 growth,sdo1 growth Rescue 24 h,SMILES
-40.9,-1.26,-0.89,CC1CCc2c(sc(NC(=O)COC(=O)c3ccccc3NCc3ccco3)c2C#N)C1 (stereo not given)
-7.1,0.12,-0.13,CCOC(=O)/C(C#N)=C/c1cc2ccccc2nc1Cl
.,-1.03,-0.25,N=C1C(c2nc3ccccc3s2)=C(O)CN1CCCO
18.2,0.67,-0.18,Cc1nnc(SCCn2c(N3CCN(C)CC3)nc3c2c(=O)n(C)c(=O)n3C)s1
40.0,-0.9,-1.16,CC(=O)Nc1nnc(Cc2ccccc2)s1
7.7,-0.88,0.46,CCOC(=O)Cn1c(=NC(=O)c2cc(-c3cccs3)nc3ccccc23)sc2cc(S(N)(=O)=O)ccc21
81.8*,-1.01,0.37,O=C(Cn1cnc2c(oc3ccccc32)c1=O)NCc1ccco1
15.4,-0.16,0.08,O=c1[nH]c(Cc2ccc(F)cc2)nc2scc(-c3ccc(F)cc3)c12
19.4,-1.18,-0.26,CCOC(=O)c1[nH]c2ccc(OC)cc2c1NC(=S)N1CCN(c2ccccc2)CC1
-21.4,0.21,0.26,CC1CCCCC12NC(=O)N(CC(=O)c1ccc[nH]1)C2=O (stereo not given)
40.0,.,.,Cc1ccccc1Cc1c(C)nc2c(C(=O)N3CCN(Cc4ccc5c(c4)OCO5)CC3)cnn2c1C
.,1.66,1.96,Nc1ccc2oc3ccccc3c2c1

For convenience, part of the list above.
Insulin prom inh,sdo1 growth,sdo1 growth Rescue 24 h,SMILES
40.0,.,.,Cc1ccccc1Cc1c(C)nc2c(C(=O)N3CCN(Cc4ccc5c(c4)OCO5)CC3)cnn2c1C
.,1.66,1.96,Nc1ccc2oc3ccccc3c2c1

(further entries)
Insulin prom inh,sdo1 growth,sdo1 growth Rescue 24 h,SMILES
42.5,-1,-1.15,COc1ccc(OC)c(S(=O)(=O)N2CCC(C(=O)N3CCc4ccccc4C3)CC2)c1
50.0,-0.93,-0.11,COc1ccc(CCNc2cc(N3CCN(C(=O)c4ccccc4F)CC3)ccc2[N+](=O)[O-])cc1OC
37.5,0.9,0.63,CCOc1ccccc1C1N(c2ccc(F)cc2)C(=O)C2CCCN21 (stereo not given)
30.7,0.88,0.8,CCCCOc1ccc(-c2nnn(C(C)(C)C(=O)OC)n2)cc1
6.2,0.57,-0.08,CSc1nncc(-c2ccc(F)cc2)n1
-29.0,1.07,0.62,COCc1nnc(NC(=O)c2ccc(S(=O)(=O)N(C)C3CCCCC3)cc2)o1
.,-0.11,-1.15,Cc1[nH]nc2c1C(c1ccccc1F)NC2=O (stereo not given)
3.1,-1.03,-0.69,CCC/S(CC1CC1(Cl)Cl)=N\S(=O)(=O)c1ccc(C)cc1 (stereo not given)
.,-1.22,-1.28,N#Cc1nc(-c2ccccc2)oc1NCc1ccco1
50.0,-1.01,-0.72,Cc1cc(C)c2cc3c(N)c(C(=O)N4CCc5ccccc5C4)sc3nc2c1
.,-1.23,-1.09,CCc1nc(SCC(=O)Nc2nc3c(s2)CCCC3)c2ccccc2n1
-54.0,-1.9,-1.68,CN1CC(c2ccccn2)C2(SC(=S)N(Cc3ccccc3)C2=O)C12C(=O)Nc1ccccc12 (stereo not given)

(continued)
Insulin prom inh,sdo1 growth,sdo1 growth Rescue 24 h,SMILES
.,-2.02,-1.4,Clc1ccc(Nc2nc(C3CC3)cs2)cc1
0.0,0.8,0.82,O=C(NCCc1ccc2c(c1)OCCO2)c1ccccc1F
30.4,.,.,Fc1ccc(NC(=S)Nc2nccs2)cc1
1.6,0.91,0.89,COc1cc(/C=C/C(=O)O)cc(S(=O)(=O)Nc2cccc(SC)c2)c1OC
.,0.4,0.89,CCC1SC2=NCCN2C1(O)c1ccc(Cl)cc1 (stereo not given)
-25.0,-0.39,0.95,CCOc1ccc(-c2nnn(CC(=O)NCc3ccc4c(c3)OCO4)n2)cc1
.,0.31,-0.25,c1ccc(Cc2nc(-c3ccccn3)no2)cc1
-82.3,.,.,Cc1cc(S(=O)(=O)NCC(C)C)ccc1OCC(=O)NCc1ccco1
.,1.03,0.72,O=C(O)c1ccc(NC(=O)C2C3CCC(C3)C2C(=O)O)cc1 (stereo not given)
.,-0.48,-0.82,O=C(Nc1cccc(C(F)(F)F)c1)C(SCCO)c1ccccc1 (stereo not given)
28.6,-1.07,-1.22,COc1ccc(C(=O)NC(NC(=O)c2ccc(OC)c(OC)c2)c2ccccc2F)cc1OC
-71.4,0.08,0.08,COc1cc2c(cc1OC)C1C/C(=N\O)C(CC(C)C)CN1CC2 (stereo not given)

The list goes on:
Insulin prom inh,sdo1 growth,sdo1 growth Rescue 24 h,SMILES
.,0.75,1.6,CN1CCN(Cc2ccc(OCc3ccccc3)cc2)CC1
-34.6,0.4,0.08,CC(=O)Nc1ccc(N(C)C)cc1[N+](=O)[O-]
0.0,.,.,O=c1sc(Nc2ccccc2)nc2ccccc12
48.6,0.16,-0.64,COc1cc2[nH]c(=S)n(CCCN3CCOCC3)c(=O)c2cc1OC
14.3,0.04,0.06,Cn1c(=O)c(C(=O)CCl)c(N)n(Cc2ccccc2)c1=O
.,0.22,-0.07,COc1ccc(CNC(=O)c2ccc(SC)cc2OC)cc1
-51.4,0.04,0.9,COc1cccc(CN(CC2CCCO2)S(=O)(=O)c2ccc(S(=O)(=O)N(C)C)cc2)c1 (stereo not given)
-26.9,0.3,-0.31,COc1cccc(CNC(=O)C2CCCN(c3nn4c(=O)cc(C)nc4s3)C2)c1 (stereo not given)
-8.3,.,.,CCOc1ccccc1Nc1nc(N)nc(CN2CCCCC2C)n1 (stereo not given)
6.1,-0.61,-1.13,CCOc1cc(C2CC(=O)NC3=C2C(=O)C(C(=O)OC)C(C)C3)cc(Br)c1O (stereo not given)
-186.7,1.04,0.48,CN(C)C(=O)c1ccccc1-c1ccccc1
.,0.45,-0.17,CC(C)NC(=O)C1(c2ccccc2)CC1(Cl)Cl (stereo not given)
.,0.63,0.7,CCOC(=O)C1=C(C)Nc2ccccc2N=C1NC(=O)Cc1ccc(OC)cc1
.,-0.65,-0.64,CC(=O)/C(=N/Nc1ccc(Br)cc1)Sc1cccc2cccnc12
